aSyn yeast inh: qHTS of alpha-syn Inhibitors; AID 652106, 2013; Yeast expressing alpha-synuclein, growth rescue, BacTiter-Glo, 24 h; Potency, µM (highest dose often 46.1 µM), without a hit: at the highest dose growth rescue (activation), actives largely listed as activators; 0.14% of 370,000 active; note: potency is the fitted concentration of half-maximal effect; % of control where 0% means no effect; nearly all actives have a fitted effect of over 65% in size
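Readout is rescue of growth in alpha-synuclein-expressing yeast, so inhibitors of toxicity appear as activators. Growth after 24 hr at 30 deg C in galactose medium is quantified by luminescence.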
KB-V1 cytotox: qHTS assay for MDR1-selective chemotherapeutics: Primary screen using the drug-selected MDR subline cells KB-V1; 3.4% of 400,000 active; Potency, µM (top dose mostly 46.1 µM), inactives show at the highest dose activity change, negative = cytotoxicity, hits mostly cytotoxic; KB-V1 MDR cells viability, CellTiter-Glo, 72 h; note: potency is the fitted concentration of half-maximal effect; % is set by controls: 0 for no effect and ±100 for the full control effect; nearly all actives have a fitted effect of over 60% in size
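In this primary screen, KB-V1 cells overexpressing P-gp are incubated with library compounds (lowest to highest concentration) for 72 h at 37 degrees C before a luminescent ATP viability read.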
GLP-1R agonist: qHTS of GLP-1 Receptor Agonists. Glucagon-like peptide 1 receptor (Homo sapiens), P43220. HEK293 GLP-1R CRE-luciferase, luminescence, 4-6 h; cells express a hypersensitive GLP-1R form. Potency, µM (titrated, usually from 45.6 µM), for the others: at the top dose activation, usual class: activators. 0.007% of 380,000 active. AID 624172, 2012; note: potency is the fitted concentration of half-maximal effect; % of control where 0% means no effect
PTHR1 agonist: qHTS for PTHR1 Agonists: Primary Screen. Parathyroid hormone/parathyroid hormone-related peptide receptor (Homo sapiens), Q03431. HEK293 GP2 PTHR1 cells, GloSensor cAMP luminescence, 1 h. Potency, µM (top dose mostly 115 µM), without a hit: top-dose activation, actives largely listed as activators. 0.075% of 410,000 active; note: potency is the fitted concentration of half-maximal effect; nearly all actives have a fitted effect of over 55% in size; some results filed as inactive show a strong effect at the top dose; inactives centre near -15; many of its hits are not listed in these tables
Target sequence (Q03431 whole entry, looked up): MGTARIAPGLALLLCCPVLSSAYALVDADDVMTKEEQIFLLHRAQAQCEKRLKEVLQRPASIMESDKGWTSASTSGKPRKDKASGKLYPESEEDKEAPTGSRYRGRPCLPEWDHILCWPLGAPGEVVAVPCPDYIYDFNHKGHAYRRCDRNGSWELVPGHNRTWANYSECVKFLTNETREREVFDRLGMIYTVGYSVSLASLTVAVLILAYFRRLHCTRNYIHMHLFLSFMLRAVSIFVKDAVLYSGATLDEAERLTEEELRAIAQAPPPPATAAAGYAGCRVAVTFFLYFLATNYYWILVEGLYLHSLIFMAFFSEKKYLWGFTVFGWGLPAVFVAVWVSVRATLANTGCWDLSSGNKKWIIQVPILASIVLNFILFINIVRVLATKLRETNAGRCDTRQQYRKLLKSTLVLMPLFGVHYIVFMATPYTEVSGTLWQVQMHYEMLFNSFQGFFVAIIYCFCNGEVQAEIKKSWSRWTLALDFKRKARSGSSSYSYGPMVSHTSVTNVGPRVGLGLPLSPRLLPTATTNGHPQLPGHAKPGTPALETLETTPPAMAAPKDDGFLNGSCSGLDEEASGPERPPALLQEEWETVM
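HEK-293-derived GP2 cells expressing PTHR1 and a GloSensor cAMP reporter, 3,000/well, plated overnight, given luciferin plus IBMX (each 0.5 mM as added) for 1 h at 37 °C, then compound for 1 h at 37 °C. Luminescence was read after 15 min at room temperature.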
GLP1R inv ag: qHTS of GLP-1 Receptor Inverse Agonists (Inhibition Mode) | Glucagon-like peptide 1 receptor (Homo sapiens), P43220 | HEK293 GLP-1R CRE-luciferase, luminescence, 24 h; GLP-1R form is constitutively active | Potency, µM (series often up to 38.3 µM), inactives show top-dose activity change, negative = inhibition, most hits filed as inhibitors | 1.6% of 410,000 active | AID 624417, 2012; note: potency is the fitted concentration of half-maximal effect; % is set by controls: 0 for no effect and ±100 for the full control effect; nearly all actives have a fitted effect of over 55% in size
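Using stably transfected HEK293 (constitutively active GLP-1R, cAMP-luciferase reporter), compounds were incubated 24 hr and luciferase measured by luminescence.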
D3 antag: qHTS of D3 Dopamine Receptor Antagonist: qHTS; AID 652054, 2013; max response, negative = inhibition, %; D3R cells, DiscoveRx beta-arrestin luminescence, antagonist mode; stronger effect = lower value; 2.5% of 360,000 active; D(3) dopamine receptor (Homo sapiens), P35462; in the data active = max response below about -50%; inconclusive = no clear call, values can overlap the other calls; note: % is set by controls: 0 for no effect and ±100 for the full control effect; mostly tested at two doses, the higher about 12 µM
Target sequence (P35462 whole entry, looked up): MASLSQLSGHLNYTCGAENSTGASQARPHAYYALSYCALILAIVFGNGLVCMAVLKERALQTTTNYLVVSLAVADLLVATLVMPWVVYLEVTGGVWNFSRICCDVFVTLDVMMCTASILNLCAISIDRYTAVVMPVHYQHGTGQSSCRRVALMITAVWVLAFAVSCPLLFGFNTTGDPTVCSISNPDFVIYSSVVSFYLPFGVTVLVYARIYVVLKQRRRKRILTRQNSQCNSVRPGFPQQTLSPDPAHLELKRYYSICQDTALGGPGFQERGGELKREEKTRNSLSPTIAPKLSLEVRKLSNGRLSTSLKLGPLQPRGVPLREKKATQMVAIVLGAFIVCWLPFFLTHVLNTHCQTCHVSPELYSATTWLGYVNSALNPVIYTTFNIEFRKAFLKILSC
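Cells expressing the human receptor were seeded at 1500 cells/well, incubated overnight at 37 degrees C in 5% CO2, then exposed to library compounds with dopamine controls for 90 minutes at 37 degrees C before luminescent detection.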
TDP-43 yeast inh: qHTS of TDP-43 Inhibitors. TDP-43 expressing yeast growth rescue, BacTiter-Glo, 24 h. 1.8% of 410,000 active. Potency, µM (top dose mostly 46.1 µM), for inactives: at the highest dose growth rescue (activation), hits mostly activators; note: potency is the fitted concentration of half-maximal effect; % of control where 0% means no effect; nearly all actives have a fitted effect of over 50% in size
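In this qHTS, compounds that restore growth of yeast expressing TDP-43 appear as activators. Cells (OD600=0.02, galactose medium, raffinose-pregrown) are incubated with compound 24 hr at 30 deg C and growth is quantified by BacTiter-Glo.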
HEK293 tox: qHTS of GLP-1 Receptor Inverse Agonists: Cytotox Screen; 0.13% of 410,000 active; HEK293 cAMP-luciferase reporter cells, luminescence, 24 h; Potency, µM (series often up to 38.3 µM), for the others: at the top dose activity change, negative = inhibition, most hits filed as inhibitors;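 note: loss of luciferase light is scored as toxicity; potency is the fitted concentration of half-maximal effect; % is set by controls: 0 for no effect and ±100 for the full control effect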
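Compound-treated cells are incubated 24 hr at 37 deg C under 5% CO2 after a 12 hour attachment period, then luciferase detection reagent is added and luminescence is measured following 12 min at room temperature; lowered signal indicates toxicity.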
D3 ag: qHTS of D3 Dopamine Receptor Agonist: qHTS; AID 652048, 2013; max activation, %; 0.58% of 410,000 active; D3R DiscoveRx beta-arrestin cells, luminescence, 90 min; in the data active = max activation above about 30%; note: 0% is about no effect; mostly tested at two doses, the higher about 12 µM
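Agonist-mode cell screen: cells plated at 1500/well and incubated overnight at 37 °C, then exposed to library compounds for 90 min at 37 °C. Detection reagent was added for 30–60 min at room temperature, and luminescence was read.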
The depositor's hits bear a star; i = inactive; u = inconclusive; x = not tested or not shown; [ ] = another dose, or the depositor's remark. Unless noted, calls come from the whole dose curve; as a rule, active = well fitted curve in the direction sought with a large enough effect; inconclusive = small, poorly fitted or top-dose-only effect, or another doubt; inactive = no such curve, though single readings can be large; an effect the other way counts as inactive or inconclusive. Not all compounds are listed (hit frequency here may not be typical).

Every second line gives: HEK293 tox, D3 antag, PTHR1 agonist, aSyn yeast inh, GLP-1R agonist, KB-V1 cytotox, D3 ag, TDP-43 yeast inh, GLP1R inv ag
O=C(Cn1cc(C(F)(F)F)ccc1=O)N/N=C/c1cccc(Cl)c1Cl
→ -1%, 0, i, -1%, -14%, -6%, 2, 0%, -2%
NC(=O)c1cnn2c1NC(c1ccc(F)cc1)CC2C(F)(F)F (stereo not drawn)
→ -1%, 24, i, -1%, -9%, 5%, 0, 2%, -2%
CCC(C)Nc1nc(-c2ccccn2)nc2ccccc12 (stereo not drawn)
→ u, -4, -8%, -10%, 8%, u, -6, 11%, u
Oc1ccc(-c2nccc(-c3ccc(Cl)cc3Cl)n2)cc1
→ 4%, -20, -5%, 1%, 28%, -1%, -4, 8%[9.22 µM], 22%
CC1CC(C)CN(CCCNC(=O)CCNC(=O)Cn2cnc3ccccc3c2=O)C1 (stereo not drawn)
→ u, 4, i, -5%, 5%, 21%, 6, -5%, -22%
CCCCn1c(SCC(=O)Nc2nnc(C(C)C)s2)nc2c1c(=O)n(C)c(=O)n2C
→ -2%, 4, i, 0%, -14%, 2.3µM*, 41*, -18%, -6%
CC1=Nc2ccc(Br)cc2C(c2ccccc2)N1CC(=O)NN (stereo not drawn)
→ 6%, -22, -49%[inhibitor], -4%, -1%, -11%, -2, 7%, -7%
COc1ccc(S(=O)(=O)N(CC(=O)NCc2cccnc2)C2CCCCC2)cc1OC
→ -9%, 31, -16%, 3%, 0%, 0%, 20, 1%, -7%
CC(C(=O)NCc1ccc2c(c1)OCO2)N(c1ccccc1)S(C)(=O)=O (stereo not drawn)
→ -5%, -7, i, u, -7%, 0%, 2, 14%, 18%
O=C(CCc1nnc(-c2ccc(-c3ccccc3)cc2)o1)NCCc1ccccn1
→ -19%, 14, -25%, 0%, 0%, u, 4, 14%, -14%
O=c1ccn(CCCBr)c(=O)[nH]1
→ 0%, -3, i, 1%, -1%, -4%, 2, -12%, 4%
N#Cc1ccc(Cn2ccnc2C(=O)Nc2ccccc2)cc1
→ -8%, 5, -14%, 3%, 24%, -20%, 12, 0%, -22%
CCn1c(CC(C)C)n[nH]c1=S
→ -20%, 0, -3%, 0%, 10%, 10%, 3, 8%, 2%
CN(C)C(=O)c1ccc(OCC(F)(F)F)nc1
→ -7%, -4, -8%, 0%, 9%, 0%, 3, -18%[1.82 µM], 17%
COc1cc(=O)n2c(-c3ccccc3)csc2n1
→ -14%, 14, -4%[57.5 µM], 8%, -7%, 11%, 4, 1%, 17%
CCCNS(=O)(=O)c1ccc(OCC(=O)N2CCN(c3ccccc3)CC2)cc1
→ 7%, -3, i, 4%, 6%, -18%, 1, -13%, -2%
O=C(/C=C/c1cccc(F)c1)Nc1cc(S(=O)(=O)N2CCOCC2)ccc1N1CCCC1
→ -2%, -27, i, 1%, 10%, -24%, -4, -18%, 17%
COc1ccc(-c2nn(-c3ccccc3)cc2/C=C/C(=O)OCC(=O)Nc2ccccc2C#N)cc1
→ -6%, -15, i, -3%, 3%, u, -8, 3%[9.22 µM], 2%
CC(C)C1C(=O)N(Cc2cn(Cc3ccco3)nn2)CCS(=O)(=O)N1Cc1ccc(-c2ccc(Cl)cc2)cc1 (stereo not drawn)
→ u, 1, -10%, u, 4%, u, -1, u, 4µM*
CCC[C@H]1CC(=O)C=C(c2ccc(OC)cc2)ON1C(=O)OC(C)(C)C
→ 1%, -13, -69%[inhibitor], -23%, 19%, 1%, -2, u, u
CCOC(=O)c1[nH]c2ccc(OC)cc2c1NC(=O)CN1CCSCC1
→ -20%, 48, -9%[57.5 µM], -1%, 7%, -22%, 2, 2%, u
CC(=O)N1c2ccccc2CC1C(=O)N1CCN(c2cc(Cl)ccc2C)CC1 (stereo not drawn)
→ 6%, x, -23%, x, x, 0%, -7, u, u
CC(C)c1ccc(CNCCSc2nnnn2C)cc1
→ 4%, x, -24%, x, 0%, -38%, -10, -12%, 2%
O=C(O)c1c2c(nc3ccc(S(=O)(=O)N4CCC(C(=O)NC5CCCCCC5)CC4)cc13)CCCC2
→ 7%, -11, -48%[inhibitor], -4%, -7%, -4%, 3, 21%, -1%
Cc1noc(C)c1NC(=O)N(C)C[C@H]1Oc2ccc(NC(=O)Nc3ccc4c(c3)OCO4)cc2C(=O)N([C@H](C)CO)C[C@@H]1C
→ 0%, 5, 11%, 4%, 8%, -20%, -2, -8%, 24%
O=C1NN(c2ccc(F)c(Cl)c2)C(=O)/C1=C\c1cccc(OC(=O)c2cccs2)c1
→ -22%, 4, -22%, 9%, -16%, 1%, 0, 16%, u
Cc1nc(CCNC(=O)CC2C(=O)NCCN2Cc2ccccc2)sc1C (stereo not drawn)
→ 2%, 7, -12%, -2%, -2%, x, -1, -10%, 21%
COc1ccc(NC(=O)CN(C)C(=O)/C=C/c2cn(-c3ccccc3)nc2-c2ccc(F)cc2)cc1
→ u, -4, -9%, -3%, 7%, -17%, -23, -14%, u
CCOc1ccccc1N(CC(=O)N1CCCCCC1)S(C)(=O)=O
→ -14%, -18, -21%[57.5 µM], 2%, 0%, -1%, 1, 10%, -7%
O[C@@H]1CN(Cc2cccs2)[C@@H](c2ccccc2)C[C@H]1n1cc(-c2ccc(F)cc2)nn1
→ 1%, u, -53%[inhibitor], -5%, 3%, 0%, -8, 4%, -13%

Of the compounds above, two contain an aryl thioether with sulfur outside any ring:
Every second line gives: HEK293 tox, D3 antag, PTHR1 agonist, aSyn yeast inh, GLP-1R agonist, KB-V1 cytotox, D3 ag, TDP-43 yeast inh, GLP1R inv ag
CCCCn1c(SCC(=O)Nc2nnc(C(C)C)s2)nc2c1c(=O)n(C)c(=O)n2C
→ -2%, 4, i, 0%, -14%, 2.3µM*, 41*, -18%, -6%
CC(C)c1ccc(CNCCSc2nnnn2C)cc1
→ 4%, x, -24%, x, 0%, -38%, -10, -12%, 2%

More structures
Every second line gives: HEK293 tox, D3 antag, PTHR1 agonist, aSyn yeast inh, GLP-1R agonist, KB-V1 cytotox, D3 ag, TDP-43 yeast inh, GLP1R inv ag
CCOc1ccc(-c2cccc(NC(=O)c3cccs3)c2)nn1
→ -8%, 4, i, 4%, 16%, 0%, 4, -2%, u
CC1CCc2cc(F)ccc2N1C(=O)c1cc2nc(-c3ccco3)cc(C(F)(F)F)n2n1 (stereo not drawn)
→ 1%, 82, i, 15%, -10%, u, 7, 8%, 11%
c1ccc(CCNc2ncnc3c2nnn3Cc2ccccc2)cc1
→ 5%, 26, i, -16%, -1%, -5%, 7, -5%, 12%
CCC(=O)N1CCN(c2ccc(NC(=O)COc3ccc(CC)cc3)cc2)CC1
→ -1%, -17, -48%[inhibitor], -3%, 8%, -33%, -3, 25%, u
c1ccc(C2Nc3ccccc3Oc3ccccc32)cc1 (stereo not drawn)
→ 93%[activator], -6, -37%[inhibitor], -16%, 4%, -16%, -3, u, u
COC(=O)c1nnn(CC(=O)Nc2cccc(OC)c2)c1C(=O)OC
→ 19%, 13, i, -1%, -4%, 9%, -1, 5%, 7%
CC(=O)NCCSCCNC(C)=O
→ -1%, 3, i, 1%, -2%, 20%, 4, -2%, 7%
COc1ccccc1NC(=S)NNC(=O)c1ccc(Cl)cc1Cl
→ -14%, u, i, -6%, 5%, 1%, -3, u, 2%
CCc1ccc(Cc2cnc(NC(=O)c3ccc4c(c3)CC(c3ccccc3)OC4=O)s2)cc1 (stereo not drawn)
→ 5%, x, i, x, x, -5%, 3, 13%, 5%
COC(=O)/C(=N/Nc1cccc(C)c1)N1CCCc2ccccc21
→ 3%, -13, i, -9%, 16%, -12%, -2, 12%, 6%
Cc1cc(N/N=C/c2cccc([N+](=O)[O-])c2)nc(-n2nc(C)cc2C)n1
→ u, 11, -11%, -6%, 13%, u, -2, 14%, u
O=C(c1ccccc1)N1CCN(C(=O)N2CCCCC2)CC1
→ -12%, 0, -23%[57.5 µM], 1%, -3%, 13%, 4, -3%, 4%
CC(C)(C)CNC(CO)C12CC3CC(CC(C3)C1)C2 (stereo not drawn)
→ 11%, -54*, i, -6%, -2%, -11%, -3, -11%, -26%
C/C(=C\C(=O)c1ccc(F)cc1)NCc1ccc2c(c1)OCO2
→ 1%, 0, -11%[57.5 µM], -4%, -4%, -4%, -6, -4%, u
COc1cccc(C=Nc2ccc(N3CCOCC3)cc2)c1O
→ 2%, -10, i, 4%, 14%, 13%, 7, -13%, -3%
CNC(=O)N1c2ccccc2C=Cc2ccccc21
→ -16%, 1, -10%, -5%, 6%, 29%, 4, 7%, 1%
Cc1c(C(=O)N2CCC(Cc3ccccc3)CC2)cccc1[N+](=O)[O-]
→ 1%[7.66 µM], 3, -34%[inhibitor], 2%, 4%, -9%, 2, -15%[9.22 µM], -14%[7.66 µM]
C=CCn1c(SCC(O)Cn2c3ccccc3c3ccccc32)nnc1-c1ccco1 (stereo not drawn)
→ -25%, 48, -16%[57.5 µM], 6%, -4%, -19%, 2, 1%, u
Cc1ccc(C(=O)COC(=O)c2ccccc2N2C(=O)C3C4CCC(C4)C3C2=O)cc1C (stereo not drawn)
→ -4%, 38, i, 0%, -7%, u, 15, -16%, 4%
CCCc1c(C(=O)N/N=C(\C)c2cc(C)sc2C)nnn1-c1nonc1N
→ 1%, -28, i, -7%, 3%, u, -11, 15%, -19%
